# IL1B NFkB pot: enhances IL-1B driven NFkB nuclear translocation | AID 819 | activation, % at 2 µM | HUVEC IL-1B NFkB p65 nuclear translocation imaging | 0.3% of 94,000 active;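 active means activation above 40%, about the mean plus 3 SD, also judged a hit on visual image review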;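 further: percent activation is computed from the nuclear over cytoplasmic p65 intensity ratio; values of inactives mirror those of a sister screen read the other way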
# Bcl-B displacement: displacers of TR3 peptide from Bcl-B, primary screen, selectivity assay for Bfl-1 inhibitor project, biochemical, fluorescence polarization. FP displacement of FITC-TR3 peptide from Bcl-B; higher % means a stronger effect. one-dose displacement, % at 20 µM; IC50 in µM for titrated hits. 0.11% of 96,000 active. AID 748;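 active means displacement above 50% at 20 µM plus a fluorescence interference ratio under 1.5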;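 further: plate controls were wells without compound for no effect and wells lacking Bcl-B protein for full effect; a part of the inactive calls stands beside numbers as strong as those of hits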
# MRP reversal: compounds reversing MRP-mediated drug resistance | H69AR cells + 2 uM doxorubicin, CellTiter-Glo, 72 h | differential viability (reversal), % at 10 µM | 0.04% of 85,000 active;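 active means viability drop by adding the cancer drug above about 55%, with treated viability meeting a 40% cutoff, limit read from the data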;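 further: viability without doxorubicin minus viability with 2 µM doxorubicin for each compound; larger differential means the compound sensitizes cells more to doxorubicin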
# NFkB transloc inh: blocks IL-1B driven NFkB nuclear translocation in HUVEC cells. HUVEC IL-1B NFkB p65 nuclear translocation imaging. inhibition, % at 2 µM. 0.43% of 94,000 active;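 active means inhibition above about 30% together with a positive call from visual inspection of the well image, limit read from the data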;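 further: nuclear over cytoplasmic p65 intensity ratio measured by imaging; 0% = IL-1B stimulated DMSO wells and 100% = unstimulated DMSO wells; values of inactives mirror those of a sister screen read the other way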
# PLAP inhibition: inhibition of human placental alkaline phosphatase – biochemical, luminescence, HTS (AID 690); purified PLAP, luminescent substrate; higher % means a stronger effect; inhibition, % at 20 µM; hits with a dose series show IC50 in µM; 0.08% of 96,000 active; in the data active means a potency from the dose series; inactive means the rest, 99 in 100 with inhibition below about 30%; further: strong numbers were not always called active
# MRP reversal cytotoxicity: further read-out of MRP reversal, marked with its call; viability, %; H69AR cells, CellTiter-Glo, 72 h; measured here: cytotoxicity without doxorubicin
# MRP reversal with doxorubicin: also measured in MRP reversal; calls as there; viability, %; measured here: viability with 2 uM doxorubicin; hits give low values
# NFkB transloc inh cell count 2 µM: recorded beside NFkB transloc inh, whose call it bears; cell count; measured here: cells passing quality filter;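 raw number of nuclei counted in each imaged well without normalization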
# IL1B NFkB pot cell count 2 µM: recorded beside IL1B NFkB pot, whose call it bears; cell count; measured here: cells passing quality filter
# Active calls of the source: *; x = not tested or not shown. Not all compounds are listed (hit frequency here may not be typical).
SMILES,IL1B NFkB pot,IL1B NFkB pot cell count 2 µM,Bcl-B displacement,MRP reversal,MRP reversal cytotoxicity,MRP reversal with doxorubicin,NFkB transloc inh,NFkB transloc inh cell count 2 µM,PLAP inhibition
COc1cccc(C(=O)Nc2ccc(NC(=O)c3ccco3)nc2)c1,8.0,83,2.3%,-35.7,58.5,94.1,-8.0,83,7.7%
Cc1nn(Cc2ccc(Cl)cc2Cl)c(Cl)c1/C=C/C(=O)OCC(=O)NCC(F)(F)F,3.2,193,-4.2%,7.6,87.6,80.0,-3.2,193,8.2%
COC(=O)c1c(NC(=O)CC2NCCNC2=O)sc2c1CCCC2 (configuration not stated),-5.5,127,-9.5%,-3.8,79.3,83.2,5.5,127,-58.8%
Cc1onc(-c2c(F)cccc2Cl)c1C(=O)OCC(=O)NCc1ccco1,8.8,96,5.0%,5.0,83.0,78.0,-8.8,96,-50.9%
CN(C)c1ccc(-c2nc3n(n2)C(c2cccnc2)C2=C(CC(C)(C)CC2=O)N3)cc1 (configuration not stated),7.7,81,0.0%,36.0,69.2,33.1,-7.7,81,-7.6%
c1ccc(-n2nnnc2-n2nnc3ccccc32)cc1,-2.1,133,-7.7%,1.5,81.5,80.0,2.1,133,11.7%
Cc1ccc2c(c1)NC(=O)C(CC(=O)NCc1ccc(F)cc1)O2 (configuration not stated),-16.6,141,-1.8%,-2.8,85.3,88.1,16.6,141,7.7%
CC(C)Cn1cc(C(=O)NCc2cccs2)c2c3ccccc3n(C)c2c1=O,14.2,139,-14.4%,-9.9,79.8,89.6,-14.3,139,2.8%
COc1ccc(S(=O)(=O)N2CCc3ccccc32)cc1C(=O)OCc1c(C)noc1C,24.0,185,-6.3%,14.3,62.2,47.9,-24.0,185,-69.3%
COc1ccc(/C=N/NC(=O)c2ccc(C)cc2)cc1CN1CCN(c2ccc(F)cc2)CC1,-20.4,137,-15.0%,x,x,x,20.4,137,-3.2%
CNC(=O)C1C(=S)NC(N)=C(C#N)C1c1ccccc1 (configuration not stated),13.8,186,-0.1%,x,x,x,-13.8,186,6.2%
COc1ccc(CCNC(=O)c2n[nH]c(=O)c3ccccc23)cc1,6.9,139,-16.2%,4.0,95.4,91.4,-6.9,139,-1.8%
O=C(NCc1cccs1)c1ccc2c(c1)ncn2C1CCCC1,1.4,82,-11.6%,15.2,86.3,71.2,-1.4,82,17.1%
CC(=O)Nc1ccc(C(=O)OCC(=O)NC(=O)NC(C)(C)C)cc1,6.5,76,0.4%,-11.9,91.4,103.2,-6.5,76,14.0%
CN(CC(=O)N1CCN(c2ccccn2)CC1)S(=O)(=O)c1ccccc1,3.5,156,-6.3%,5.6,93.1,87.5,-3.5,156,-44.2%
COc1ccc(OC)c2[nH]c(=O)c(CCNC(=O)c3ccc(S(=O)(=O)N4CCCCC4)cc3)cc12,x,x,-9.2%,-5.2,71.4,76.6,x,x,-2.9%
CCCC/C(C)=N\NC(=O)CNS(=O)(=O)c1ccc([N+](=O)[O-])cc1,-3.5,145,2.8%,x,x,x,3.5,145,-8.8%
CSc1nc2n(n1)C(c1cc(Br)ccc1F)C(C(=O)N(C)C)=C(C)N2 (configuration not stated),1.8,124,2.1%,7.5,89.4,81.9,-1.8,124,-18.3%
O=C(NCCc1ccccc1)c1ccnc(/C=N/O)c1,9.7,202,-3.2%,0.0,95.0,95.1,-9.7,202,-81.7%
Cc1cc(C)n(Cc2cccc(F)c2)c(=O)c1C#N,-2.1,111,-8.4%,16.7,96.5,79.8,2.1,111,2.2%
O=C(CSC1=Nc2ccccc2C2=NC(CC(=O)NC3CCCCC3)C(=O)N12)NCc1ccco1 (configuration not stated),-2.0,89,2.5%,11.1,91.8,80.7,2.0,89,-25.8%
CN1CCN(C2OC(=O)c3ccccc32)CC1 (configuration not stated),10.8,183,-2.9%,-23.8,91.0,114.8,-10.8,183,13.8%
CCCCOC(=O)Cn1c(=O)n(CC(=O)OCCCC)c2cc(C)ccc21,6.9,193,-2.0%,5.7,99.5,93.8,-6.9,193,-37.1%
Cn1c(CCNC(=O)c2cccs2)nnc1SCC(=O)N1CCN(c2ccccc2)CC1,-6.0,163,0.2%,-4.3,89.1,93.4,6.0,163,11.6%
COc1ccc(-c2nc3c(=O)n(C)c(=O)[nH]c3n2CCc2ccccc2)cc1,33.9,140,-3.7%,5.7,98.6,93.0,-33.9,140,-5.1%

# 3 entries from above, ordered by length of the SMILES, falling.
SMILES,IL1B NFkB pot,IL1B NFkB pot cell count 2 µM,Bcl-B displacement,MRP reversal,MRP reversal cytotoxicity,MRP reversal with doxorubicin,NFkB transloc inh,NFkB transloc inh cell count 2 µM,PLAP inhibition
O=C(CSC1=Nc2ccccc2C2=NC(CC(=O)NC3CCCCC3)C(=O)N12)NCc1ccco1 (configuration not stated),-2.0,89,2.5%,11.1,91.8,80.7,2.0,89,-25.8%
CCCCOC(=O)Cn1c(=O)n(CC(=O)OCCCC)c2cc(C)ccc21,6.9,193,-2.0%,5.7,99.5,93.8,-6.9,193,-37.1%
O=C(NCc1cccs1)c1ccc2c(c1)ncn2C1CCCC1,1.4,82,-11.6%,15.2,86.3,71.2,-1.4,82,17.1%

# Next entries follow:
SMILES,IL1B NFkB pot,IL1B NFkB pot cell count 2 µM,Bcl-B displacement,MRP reversal,MRP reversal cytotoxicity,MRP reversal with doxorubicin,NFkB transloc inh,NFkB transloc inh cell count 2 µM,PLAP inhibition
COc1ccc(N2C(=O)CCC(C(=O)Nc3ccccn3)C2c2ccc(OC)c(OC)c2)cc1 (configuration not stated),21.2,122,-6.6%,x,x,x,-21.2,122,-36.9%
COc1ccc(N2CCN(C(=O)CSc3nnc4c(C)cc5c(C)cc(C)cc5n34)CC2)cc1,4.3,149,4.0%,x,x,x,-4.3,149,-65.4%
Cc1cc(O)c(C(C)C)cc1NC(=O)c1ccc(Cl)cc1,-4.6,167,2.2%,x,x,x,4.6,167,9.0%
Cc1ccc(C)c(NC(=S)NC(NC(=O)Cc2cccc3ccccc23)C(Cl)(Cl)Cl)c1 (configuration not stated),0.1,149,5.0%,-1.2,2.3,3.5,-0.1,149,27.5µM*
Cn1c(=O)c2c(nc(CN3CCN(Cc4ccccc4)CC3)n2Cc2ccc(Cl)cc2)n(C)c1=O,3.0,162,-3.7%,-22.1,10.4,32.5,-3.0,162,-46.7%
COc1ccc(NC(=O)CC2Sc3ncnn3C2=O)cc1 (configuration not stated),-9.3,52,0.2%,7.5,95.0,87.5,9.3,52,-6.1%
Cc1ccc(C)c(-n2c(C)cc(/C=N/NC(=O)c3c(C)nc4cc(C)ccn34)c2C)c1,15.9,119,x,-29.6,52.8,82.4,-15.9,119,x
COc1ccc(Cl)cc1NS(=O)(=O)c1ccc(S(=O)(=O)N2CCCC2)cc1,x,x,-1.0%,-3.3,78.4,81.7,x,x,-46.0%
COc1cccc(N=c2oc3ccc(OC)cc3cc2-c2nc3ccccc3[nH]2)c1,26.4,178,0.3%,x,x,x,-26.4,178,-16.4%
CCOC(=O)c1cc(NC(=O)CSCCO)ccc1Cl,9.6,116,-5.4%,-29.1,15.3,44.4,-9.6,116,10.1%
O=C(C1CC1)N(CCN(C(=O)C1CC1)c1ccccc1)c1ccccc1,0.9,104,-18.3%,0.5,94.3,93.8,-0.9,104,-33.0%
Cc1ccc(NC(=O)c2c(-c3c(F)cccc3Cl)noc2C)cc1F,x,x,-15.5%,-3.5,94.0,97.4,x,x,26.7%
O=C(CC(c1ccccc1)c1ccccc1)NCC1CCCO1 (configuration not stated),9.5,199,-10.5%,x,x,x,-9.5,199,-4.2%
COc1ccccc1-n1nnnc1SCC(=O)Nc1cc(C)on1,6.9,102,-1.3%,-19.3,83.2,102.5,-6.9,102,16.7%
COC(=O)c1cc2c(-c3ccccc3)c(C)c3ccccn3c-2c1C(=O)OC,-21.7,141,20.2%,x,x,x,21.7,141,-17.2%
Cn1cccc1Cc1nnc(SCC(=O)Nc2nc3ccccc3s2)n1CCc1ccccc1,x,x,-10.8%,-4.5,5.4,9.8,x,x,-23.4%
Clc1cccc(Cl)c1Cn1cnc(=NCc2ccco2)c2[nH]cnc21,x,x,-5.1%,-10.6,71.5,82.1,x,x,-3.7%
Cc1ccc(S(=O)(=O)NC(CC(C)C)C(=O)NCc2ccco2)cc1 (configuration not stated),14.8,140,0.9%,-7.5,94.6,102.1,-14.9,140,14.4%
NC(=O)CSC1=Nc2ccccc2C2=NC(CC(=O)NCc3cccs3)C(=O)N12 (configuration not stated),-0.3,115,-3.1%,9.3,87.6,78.2,0.3,115,2.9%
CCOC(=O)C1CCN(Cc2nc3ccc(Cl)cc3n2CCO)CC1,15.5,129,-4.2%,8.2,104.2,96.0,-15.5,129,-13.0%
Cc1cc(N2CCN(S(=O)(=O)Cc3ccccc3)CC2)n2ncnc2n1,-3.9,88,1.8%,14.4,91.2,76.8,3.9,88,7.2%
COC(=O)c1ccc(Sc2ccc(C)cc2)c(N)c1,-4.6,98,-14.2%,-2.1,97.1,99.2,4.6,98,10.6%
O=S(=O)(c1ccc2c(c1)OCCO2)N1CCC(c2nc3ccccc3[nH]2)CC1,32.4,166,-6.7%,x,x,x,-32.4,166,-6.4%
CCOc1nc(-c2ccccc2)ccc1-c1noc(-c2cccs2)n1,0.8,149,-29.7%,x,x,x,-0.8,149,8.0%
O=C(Nc1cccc2ncccc12)C12CC3CC(CC(C3)C1)C2,11.1,134,-3.2%,-4.3,98.2,102.5,-11.1,134,-10.0%
# (listing goes on)
SMILES,IL1B NFkB pot,IL1B NFkB pot cell count 2 µM,Bcl-B displacement,MRP reversal,MRP reversal cytotoxicity,MRP reversal with doxorubicin,NFkB transloc inh,NFkB transloc inh cell count 2 µM,PLAP inhibition
Cc1ccc(CNC(=O)Cn2c([N+](=O)[O-])cnc2C)cc1,-3.1,121,-8.7%,x,x,x,3.1,121,-7.9%
CC(=O)Oc1ccc2oc3c(c2c1)C(=O)CCC3,-0.5,125,-3.6%,-12.1,102.0,114.1,0.5,125,18.4%
CCN(CC)S(=O)(=O)c1ccc(OC)c(NC(=O)CSc2ccccc2)c1,-0.2,142,-3.2%,x,x,x,0.3,142,-21.5%
CCCCCCCCNC(=O)CCNC(=O)c1ccc(C(C)(C)C)cc1,x,x,7.9%,11.9,86.3,74.4,x,x,-99.6%
CCOc1ccc(-n2c(C)nnc2SCC(=O)N(CC)CC)cc1,-4.3,158,-4.2%,8.7,105.6,96.8,4.3,158,-4.3%
COc1cccc(CNC(=O)C2CCN(Cc3cnn(-c4ccccc4)c3-n3cccc3)CC2)c1,63.0*,184*,-13.8%,31.7,56.4,24.6,-63.0,184,-120.9%
COc1ccc(C2CC(C(F)(F)F)n3nc(C(=O)N(C)Cc4cn(C)nc4C)c(Cl)c3N2)cc1 (configuration not stated),-0.8,116,-5.0%,2.7,86.8,84.0,0.8,116,-21.1%
COc1ccc(C2CC(=O)Nc3sc(=N)c4c(N)c(C#N)c(N)nc4c32)cc1OC (configuration not stated),-6.3,134,-33.5%,x,x,x,6.3,134,-4.2%
Cc1ccccc1OCC(=O)NNC(=S)NC(=O)c1ccco1,-7.9,135,-7.7%,x,x,x,7.9,135,-10.8%
CC(=O)c1cc(NC(=O)c2cccc(C(F)(F)F)c2)c(=O)oc1/C=C/N(C)C,9.1,91,-13.3%,x,x,x,-9.1,91,-14.8%
CCOc1cccc(C(=O)Nc2ccc(N3CCN(S(C)(=O)=O)CC3)cc2)c1,0.1,172,-9.5%,0.6,63.9,63.4,-0.1,172,7.6%
CCC(C)[C@@H](NC(=O)OC(C)(C)C)c1nnc(S(=O)(=O)Cc2cccc(C)c2)o1 (some centres not stated),-2.2,69,-0.3%,1.3,1.6,0.2,2.2,69,-36.9%
Cc1cccc(CCNS(=O)(=O)c2cnc[nH]2)c1,x,x,-15.2%,11.1,101.4,90.4,x,x,-4.6%
CCOC(=O)c1cccc(NC(=O)COC)c1,-9.6,152,-1.2%,7.5,91.9,84.4,9.6,152,12.1%
COC(=O)CSc1nc(C2CC2)nc2ccccc12,x,x,-3.4%,-0.8,91.7,92.5,x,x,-25.0%
O=C(CCNc1ccccc1)c1cccc([N+](=O)[O-])c1,19.0,181,-1.9%,x,x,x,-19.0,181,0.1%
O=C(Nc1ccccc1C(F)(F)F)c1ccc(CN2CCC(Cc3ccccc3)CC2)cc1,13.8,164,-1.2%,x,x,x,-13.8,164,-22.3%
CCc1cccc2c(=O)c(C(=O)N3CCOCC3)c[nH]c12,18.2,80,-0.6%,-13.3,95.9,109.2,-18.2,80,7.0%
